EBI2 antag: EBI2 receptor antagonists, beta-arrestin recruitment, primary screen, cell-based, luminescence, 7a,25-OHC stimulation, uHTS; inhibition, % at 5 µM; G-protein coupled receptor 183 (Homo sapiens), P32249; hit rate 0.81% among 360,000; 7a,25-OHC stimulated; in the data active means inhibition above about 38%;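 further: enzyme fragment complementation signal reports receptor beta-arrestin coupling in cells; 0% = agonist plus DMSO wells and 100% = wells without agonist; some results beyond the cut were filed as inactive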
Gli-Sufu antag: Gli-Sufu pathway antagonists, primary screen, luciferase luminescence, Sufu-KO-LIGHT cells, uHTS; inhibition, % at 5 µM; Sufu-KO-LIGHT fibroblasts, Gli luciferase reporter luminescence; AID 588413, 2011; hit rate 0.74% among 340,000;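 active means inhibition above about 55%, limit read from the data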;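 further: 0% = DMSO-treated cells and 100% = wells with medium but no cells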
MPTP block: mitochondrial permeability transition pore inhibitors, primary screen, biochemical, isolated mouse mitochondria, absorbance; Ca2+ swelling absorbance, 30 min; inhibition, % at 10 µM; hit rate 1.4% among 360,000;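 active means inhibition of 50% or more, scaled per plate between neutral and stimulator controls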;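 further: 0% = DMSO wells given calcium and 100% = 1 mM EGTA wells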
NR3A LBD binder: binders of NR3A ligand-binding domain, primary screen, biophysical, differential scanning fluorimetry, uHTS; Glutamate receptor ionotropic, NMDA 3A (GRIN3A) ligand-binding domain; AID 1259313, 2017; Tm shift relative to glycine control, % at 25 µM; NR3A LBD differential scanning fluorimetry, Tm shift; 0% = protein alone, 100% = glycine-bound protein; hit rate 2.5% among 340,000;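 active means melting temperature shift of at least 10% of the positive control shift, at one fixed dose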
CCR6 antag: CCR6 receptor antagonists, primary screen, cell-based, CHO-K1, luminescence, beta-arrestin, uHTS | CHO-K1 CCR6 PathHunter beta-arrestin, CCL20-stimulated | inhibition, % at 20 µM | hit rate 0.49% among 340,000;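 active means compounds whose inhibition of the agonist-driven luminescence signal at 20 µM reaches about 50%, limit read from the data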;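 further: cells stimulated with CCL20 at 14 nM final; plate controls were DMSO with CCL20 for no effect and DMSO without agonist for full effect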
APOBEC3A inh: APOBEC3A ssDNA deaminase inhibitors, primary screen, selectivity assay for APOBEC3G inhibitor project, biochemical, FAM/TAMRA oligo cleavage fluorescence | DNA dC->dU-editing enzyme APOBEC-3A (Homo sapiens), P31941 | recombinant A3A, FAM/TAMRA ssDNA deamination fluorescence | inhibition, % at 20 µM | hit rate 0.41% among 330,000;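 active means at least 40% inhibition at 20 µM here, with at most 30% in a related deaminase screen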;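 further: plate controls were A3A with DMSO for no effect and wells lacking A3A enzyme for full effect; some results filed as inactive read as strong as hits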
Target sequence (P31941 whole entry, looked up): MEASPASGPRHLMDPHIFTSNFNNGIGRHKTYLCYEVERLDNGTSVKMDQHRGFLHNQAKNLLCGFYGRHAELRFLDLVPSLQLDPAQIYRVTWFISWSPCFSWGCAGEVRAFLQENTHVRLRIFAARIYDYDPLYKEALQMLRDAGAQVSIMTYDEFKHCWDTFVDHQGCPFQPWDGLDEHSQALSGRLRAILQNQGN
APOBEC3G inh: APOBEC3G DNA deaminase inhibitors, primary screen, biochemical, fluorescence, single-stranded DNA substrate, uHTS | recombinant A3G, ssDNA deamination FAM/TAMRA fluorescence | inhibition, % at 20 µM | hit rate 0.28% among 330,000 | AID 493012, 2011;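 active means inhibition of at least 40% at 20 µM, with no more than 30% in the related APOBEC3A deaminase screen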;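 further: plate controls were DMSO wells with A3G for no effect and wells lacking A3G enzyme for full effect; some compounds called inactive have numbers as strong as hits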
Target sequence (Q9HC16 whole entry, looked up): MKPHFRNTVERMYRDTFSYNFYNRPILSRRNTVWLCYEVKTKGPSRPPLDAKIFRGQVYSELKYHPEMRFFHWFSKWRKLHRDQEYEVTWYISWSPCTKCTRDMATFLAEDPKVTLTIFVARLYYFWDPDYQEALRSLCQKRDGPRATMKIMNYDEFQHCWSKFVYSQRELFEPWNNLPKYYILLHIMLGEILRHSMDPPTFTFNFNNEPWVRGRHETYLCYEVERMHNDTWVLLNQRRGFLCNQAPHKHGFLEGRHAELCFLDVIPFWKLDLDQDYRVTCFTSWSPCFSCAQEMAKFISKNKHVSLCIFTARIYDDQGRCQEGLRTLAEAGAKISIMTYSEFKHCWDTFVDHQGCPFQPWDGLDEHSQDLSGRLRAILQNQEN
CXCR6 inh: CXCR6 receptor inhibitors, primary screen, cell-based, beta-arrestin, luminescence, CHO-K1 PathHunter, 1536-well; inhibition, % at 20 µM; hit rate 0.36% among 360,000; AID 602244, 2012; in the data active means inhibition above about 34%, passing the limit was not always enough;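 further: antagonist mode with CXCL16 agonist at 10 nM final; 0% = 10 nM CXCL16 with DMSO and 100% = unstimulated wells without agonist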
Target sequence (O00574 whole entry, looked up): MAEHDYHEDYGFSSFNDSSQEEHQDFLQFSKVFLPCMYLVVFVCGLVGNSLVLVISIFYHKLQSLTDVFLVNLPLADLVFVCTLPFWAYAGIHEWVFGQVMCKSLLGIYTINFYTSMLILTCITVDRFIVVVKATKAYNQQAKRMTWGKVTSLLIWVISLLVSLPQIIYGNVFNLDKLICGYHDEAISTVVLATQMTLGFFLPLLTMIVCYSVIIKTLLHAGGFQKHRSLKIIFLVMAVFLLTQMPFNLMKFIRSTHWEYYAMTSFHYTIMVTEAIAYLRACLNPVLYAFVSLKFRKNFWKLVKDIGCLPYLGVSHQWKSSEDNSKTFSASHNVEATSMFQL
Starred values were filed as active, the others as inactive; . = not tested or not shown.

The line under a structure holds: NR3A LBD binder	CXCR6 inh	Gli-Sufu antag	EBI2 antag	APOBEC3G inh	APOBEC3A inh	CCR6 antag	MPTP block
CCOC(=O)NC(=O)/C(C#N)=C(/C)N(C)C
→ 1	-1	-8	-4	5	1	-8	0.7
CC1CCC2(CC1)NC(=O)N(CC(=O)Nc1ccc(N3CCOCC3)cc1)C2=O (stereo not given)
→ -1	-1	-7	5	-3	-2	10	1.0
COc1ccccc1Oc1ccc(S(=O)(=O)N2CCCCC2C)cc1 (stereo not given)
→ -2	5	-2	-8	-11	0	10	1.5
Cc1c(NC(=O)c2ccc3c(c2)OCO3)cccc1-c1nc2ccccc2o1
→ -7	6	1	3	-1	-1	5	-0.5
O=C(Cn1nc(-c2ccccc2)ccc1=O)N1CCOCC1
→ 0	-4	3	-16	-8	-4	-11	-1.6
COc1ccc(C(=O)O/N=C(\N)c2ccccc2)cc1OC
→ -4	-7	-34	-8	-4	0	-6	-0.3
Cc1cccc(N(CC(=O)NC2CC2)S(=O)(=O)c2ccc(Cl)cc2)c1
→ 1	4	0	-6	-8	-1	-2	-1.6
N#CC1(C#N)C(C(=O)C23CC4CC(CC(C4)C2)C3)C12CCOCC2 (stereo not given)
→ 0	-2	-4	-13	-1	3	2	-0.6
CCC(C)NC(=O)COc1ccc(Br)c(C)c1 (stereo not given)
→ 1	-1	-1	4	3	-1	7	3.7
COC(=O)c1ccc(C(=O)OC)c(NC(=S)N2CC(C)CC(C)C2)c1 (stereo not given)
→ -4	-5	2	4	-8	-6	9	9.3
CCOc1ncccc1C(=O)OCC(=O)N1CCc2ccccc21
→ -3	7	10	-1	-8	-3	2	0.9
Cc1ccc2[nH]c(O)c(N=O)c2c1
→ -3	-11	-3	-6	-8	6	-12	-2.6
COc1ccc(S(=O)(=O)NC(CC(=O)NCc2ccccc2OC)c2ccco2)cc1 (stereo not given)
→ 0	0	-1	-10	-7	-4	-13	0.7
Cc1ccc(S(=O)(=O)N(C)c2ccc(OCC(=O)NCC3(N(C)C)CCCCC3)cc2)cc1
→ 0	10	29	-1	2	0	9	-1.3
COC(=O)c1c(C)noc1-c1snnc1C
→ 1	-4	7	-3	-9	-6	9	0.0
CCOc1ccccc1C(=O)NCC(=O)N1CCN(Cc2ccc3c(c2)OCO3)CC1
→ -2	1	-11	-4	-10	-5	8	-1.6
CCOc1cc(S(=O)(=O)Nc2ccccn2)ccc1F
→ 0	-9	0	-4	2	0	-1	-0.8
O=S(=O)(Nc1cc(Sc2ncn[nH]2)c(O)c2ccccc12)c1ccccc1
→ -1	12	-8	10	61*	-2	-3	0.6
CC(=O)c1cccc(NC(=O)c2ccc(N(C)S(=O)(=O)c3ccc(C)cc3)cc2)c1
→ -7	-6	45	17	-7	-8	11	1.0
COC(=O)c1ccc(NC(=O)c2ccc(C)cc2)o1
→ -2	0	-12	1	-2	0	-5	4.9

Five structures already listed, ordered by molar mass, ascending:
The line under a structure holds: NR3A LBD binder	CXCR6 inh	Gli-Sufu antag	EBI2 antag	APOBEC3G inh	APOBEC3A inh	CCR6 antag	MPTP block
Cc1ccc2[nH]c(O)c(N=O)c2c1
→ -3	-11	-3	-6	-8	6	-12	-2.6
COC(=O)c1ccc(NC(=O)c2ccc(C)cc2)o1
→ -2	0	-12	1	-2	0	-5	4.9
CCOc1cc(S(=O)(=O)Nc2ccccn2)ccc1F
→ 0	-9	0	-4	2	0	-1	-0.8
CCOc1ccccc1C(=O)NCC(=O)N1CCN(Cc2ccc3c(c2)OCO3)CC1
→ -2	1	-11	-4	-10	-5	8	-1.6
Cc1ccc(S(=O)(=O)N(C)c2ccc(OCC(=O)NCC3(N(C)C)CCCCC3)cc2)cc1
→ 0	10	29	-1	2	0	9	-1.3

Next results
The line under a structure holds: NR3A LBD binder	CXCR6 inh	Gli-Sufu antag	EBI2 antag	APOBEC3G inh	APOBEC3A inh	CCR6 antag	MPTP block
CC(=O)N1CCN(C(=O)c2ccc3c(c2)S(=O)(=O)c2ccccc2C3=O)CC1
→ -1	2	12	-11	-2	1	-9	-0.4
Cc1cccc(N2CCN(C(=O)CN3C(=O)NC4(CCCCCC4)C3=O)CC2)c1C
→ 1	12	7	12	-6	6	7	-2.9
COc1cc(OC)cc(OCC(O)Cn2cnc(-c3ccccc3)c2)c1 (stereo not given)
→ 0	6	8	9	-9	-3	11	0.7
Cc1nc2cc(N)ccc2n1C1CCCCC1
→ -1	4	7	4	6	-1	-1	0.4
C=CCc1cccc(/C=N/NC(=O)COc2ccc(-n3cnnn3)cc2)c1O
→ 25*	-7	6	12	-5	-1	-10	-0.9
CC(C)N(c1ccccc1)c1ncnc(NCCC(=O)O)c1[N+](=O)[O-]
→ -4	-4	11	-1	-2	-4	11	-1.2
O=c1[nH]c(/C(Cl)=C/c2c(F)cccc2Cl)nc2cc(Cl)ccc12
→ -1	-3	7	1	-2	0	8	-11
C=CC[C@@H](CC(=O)N[C@@H](CO)Cc1ccccc1)C(=O)N[C@H](COC(=O)[C@@H](CC=C)CC(=O)OC(C)(C)C)Cc1c[nH]c2ccccc12
→ -1	5	1	9	-3	-1	10	-0.9
O=C(Nc1ccnn1C1CCN(Cc2ccc3nonc3c2)CC1)c1cccc(F)c1
→ -1	0	30	-3	-6	-7	5	-1.7
COc1ccc(S(=O)(=O)N2CCC(=O)N2)cc1
→ 1	13	0	1	-5	-1	20	-0.8

The last 5 entries of the section above come first, to join the parts.
The line under a structure holds: NR3A LBD binder	CXCR6 inh	Gli-Sufu antag	EBI2 antag	APOBEC3G inh	APOBEC3A inh	CCR6 antag	MPTP block
CC(C)N(c1ccccc1)c1ncnc(NCCC(=O)O)c1[N+](=O)[O-]
→ -4	-4	11	-1	-2	-4	11	-1.2
O=c1[nH]c(/C(Cl)=C/c2c(F)cccc2Cl)nc2cc(Cl)ccc12
→ -1	-3	7	1	-2	0	8	-11
C=CC[C@@H](CC(=O)N[C@@H](CO)Cc1ccccc1)C(=O)N[C@H](COC(=O)[C@@H](CC=C)CC(=O)OC(C)(C)C)Cc1c[nH]c2ccccc12
→ -1	5	1	9	-3	-1	10	-0.9
O=C(Nc1ccnn1C1CCN(Cc2ccc3nonc3c2)CC1)c1cccc(F)c1
→ -1	0	30	-3	-6	-7	5	-1.7
COc1ccc(S(=O)(=O)N2CCC(=O)N2)cc1
→ 1	13	0	1	-5	-1	20	-0.8
O=C1CCCN1CC1CCN(Cc2nc(CC3CC3)no2)CC1
→ 2	-3	-15	6	-3	-1	8	2.6
CC(C)OC(=O)CC12CN(C)CC(CC(=O)OC(C)C)(CN(C)C1)C2=O
→ 0	-1	-12	-15	3	1	0	5.9
CCN(CC(=O)Nc1ccc(NC(C)=O)cc1)C(=O)/C=C/c1c(C)nn(-c2ccc(F)cc2)c1Cl
→ 0	7	0	-1	-7	-4	14	-2.8
O=C(COC(=O)CSc1cccc2cccc(Cl)c12)Nc1ncc(C(F)(F)F)cc1Cl
→ -9	-6	3	-12	2	7	0	-5.8
Cc1cccn2c(=O)c(/C=C(\C#N)C(=O)NCc3ccco3)c(N3CCC(C(N)=O)CC3)nc12
→ 1	5	-1	-5	6	3	21	0.5
COC(=O)Cc1ccc(NC(=S)NCc2ccccc2Cl)cc1
→ -11	-10	-33	-1	-2	-1	-10	4.0
O=c1c2cc(-c3ccccc3)sc2nc2n1N=C(c1ccccc1)CS2
→ -2	-5	-80	29	16	8	10	3.2
O=c1c(=O)n(O)c2ccccc2n1O
→ 0	-2	1	-10	-8	-6	-10	-1.3
O=C1NC(c2ccc3c(c2)OCO3)Oc2ccccc21 (stereo not given)
→ 1	-7	-3	-8	-3	6	-19	-1.3
CCCn1c(C)cc(-c2csc(N)n2)c1C
→ -1	13	-2	-7	3	2	-4	4.6
Cc1c(NS(=O)(=O)c2cc(C(=O)NCc3cccc(Cl)c3)ccc2Cl)c(=O)n(-c2ccccc2)n1C
→ 0	3	-4	-14	.	.	-7	0.9
COc1ccc(NS(=O)(=O)c2cccc(C(=O)OCC(=O)N3CCN(c4ccc(OC)cc4)CC3)c2)cc1
→ 0	-10	20	0	-2	-1	10	-0.4
Cc1ccc(N(C(=O)c2csnn2)C(C(=O)NC2CCCC2)c2cccnc2)c(C)c1 (stereo not given)
→ -1	-7	19	5	-11	-5	17	0.2
COc1ccccc1OC(=O)CCN1c2ccccc2Sc2ccccc21
→ 1	4	0	9	-5	-1	22	1.5
Cc1cc(=O)oc2cc(OCC(=O)NC3CC(C)(C)NC(C)(C)C3)ccc12
→ -3	-4	2	11	-3	-1	-3	-0.6
CCN1CCN(S(=O)(=O)c2ccc3c4c(cccc24)C(=O)N3CC)CC1
→ -2	-8	14	3	-6	-4	1	2.9
C#CCOCCOCCOCCNc1nc(N2CCN(C(=O)[C@H](CCC(=O)O)n3cc(C(N)CC(C)C)nn3)CC2)nc(N2CCN(C(=O)[C@H](Cc3cc4ccccc4[nH]3)n3cc(C(N)[C@H](C)CC)nn3)CC2)n1 (stereo not given in full)
→ -2	.	14	.	-2	-2	-4	.
O=C(NC(=S)Nc1ccc(Cl)cn1)c1cccs1
→ 2	-1	-1	-3	24	5	5	2.2
S=C(NCCc1ccccc1)Nc1cccc2cnccc12
→ 1	-13	51	0	-3	-2	5	86*
CCOc1cc(/C=C2\C(=N)N3N=CSC3=NC2=O)ccc1OS(=O)(=O)c1ccccc1
→ -7	7	-22	-3	-7	3	0	2.1
N=c1c2c(-c3ccccc3)c(-c3ccccc3)oc2ncn1Cc1ccco1
→ -2	13	15	21	-7	-6	18	1.4
Cc1sc2nc(SCC(=O)Nc3ccc(S(=O)(=O)NCCCC(=O)O)cc3)[nH]c(=O)c2c1C
→ -5	4	1	3	-1	-2	9	-0.7
COc1ccc(-c2csc(NC(=S)NC(=O)/C=C/c3ccccc3)n2)cc1Br
→ 2	.	-10	.	-7	-5	11	.
O=C(CCC(=O)N1CCCC1)Nc1ccc(Cl)c(Cl)c1
→ 1	4	-13	-8	-4	-3	-6	-1.0
O=[N+]([O-])c1ccc2[nH]c(O)c(N=Nc3ccc(F)cc3)c2c1
→ 0	0	-3	22	-4	0	18	4.1
CC1(C)CC(O)C(C(O)c2cccc([N+](=O)[O-])c2)C(C)(C)N1 (stereo not given)
→ -2	14	-6	-1	-5	-2	-1	-3.2
COc1ccc(-c2cc(C(F)F)n3ncc(C(=O)N4CCCCC4)c3n2)cc1
→ 1	9	3	12	0	1	13	-2.8
Cc1ccccc1NC(=O)Cc1nc(COC(=O)COc2ccccc2C(C)C)cs1
→ -5	5	-7	4	-8	-2	19	-0.6
COc1ccccc1-c1nn2c(=O)cc(C)nc2s1
→ 2	-1	-28	-7	-4	-3	-3	-3.5
CCCCn1c(N)c(N(CC)C(=O)c2ccc(Cl)c([N+](=O)[O-])c2)c(=O)[nH]c1=O
→ 1	-7	31	-5	2	50*	-4	0.0
O=C(Nc1ccc2oc(-c3cccnc3)nc2c1)c1ccc(Br)o1
→ -1	-11	20	-10	0	0	4	-1.8
CCOC(=O)c1c(C)[nH]c(C=Nc2ccc(OC)cc2)c1O
→ 1	4	-4	-9	-2	1	-3	-3.2

Screening results deposited in PubChem BioAssay by Sanford-Burnham Center for Chemical Genomics.
